M4 ag = agonists of human muscarinic M4 receptor (CHRM4) | 360,000 compounds, 0.14% hits | CHO-K1 hM4/Gqi5, Fluo-8 calcium fluorescence; vehicle 0%, full acetylcholine response 100% | AID 624127 | activation, % at 3 µM | P08173;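 active = activation above the run mean over all test wells plus 3 SD, cut at about 32% in these data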;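 also: peak over basal fluorescence ratio per well then scaled between controls; 0% = DMSO wells and 100% = acetylcholine at EC100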
Target sequence (P08173 whole entry, looked up): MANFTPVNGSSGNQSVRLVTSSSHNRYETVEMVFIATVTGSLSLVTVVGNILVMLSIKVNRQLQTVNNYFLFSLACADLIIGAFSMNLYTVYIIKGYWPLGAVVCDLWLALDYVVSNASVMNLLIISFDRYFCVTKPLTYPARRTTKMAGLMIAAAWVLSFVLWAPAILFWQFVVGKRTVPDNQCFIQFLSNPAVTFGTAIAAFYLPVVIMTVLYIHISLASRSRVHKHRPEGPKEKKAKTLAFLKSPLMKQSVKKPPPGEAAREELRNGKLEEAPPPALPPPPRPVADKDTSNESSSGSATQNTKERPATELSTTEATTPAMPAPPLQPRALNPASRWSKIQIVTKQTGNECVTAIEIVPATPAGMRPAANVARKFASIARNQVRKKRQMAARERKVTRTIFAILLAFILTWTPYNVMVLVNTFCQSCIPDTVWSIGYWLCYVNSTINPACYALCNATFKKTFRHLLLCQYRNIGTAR
IDE inh = cellular human IDE inhibition. P14735. HEK cells, FAbetaB cleavage, fluorescence polarization. inhibition, % at 5.59 µM. 320,000 compounds, 0.41% hits;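 active = percent inhibition above the average of all tested compounds plus 3 SD, set per screening campaign, cut at about 16% in these data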;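 also: IDE supplied by intact live HEK cells; FP after avidin binding of uncleaved biotin substrate so inhibition keeps polarization high; 0% = DMSO wells and 100% = 60 µM reference IDE inhibitor Ii1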
CHRM5 agonist = CHRM5 agonism in calcium assay; AID 624037; CHO-K1 hM5 cells, Fluo-8 calcium fluorescence; 0% DMSO wells, 100% maximal acetylcholine response; activation, % at 3 µM; 360,000 compounds, 0.19% hits; P08912;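 active = activation above the run's mean over test compounds plus 3 SD, cut at about 23% in these data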;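 also: signal is peak over basal fluorescence ratio across the kinetic read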
Target sequence (P08912 whole entry, looked up): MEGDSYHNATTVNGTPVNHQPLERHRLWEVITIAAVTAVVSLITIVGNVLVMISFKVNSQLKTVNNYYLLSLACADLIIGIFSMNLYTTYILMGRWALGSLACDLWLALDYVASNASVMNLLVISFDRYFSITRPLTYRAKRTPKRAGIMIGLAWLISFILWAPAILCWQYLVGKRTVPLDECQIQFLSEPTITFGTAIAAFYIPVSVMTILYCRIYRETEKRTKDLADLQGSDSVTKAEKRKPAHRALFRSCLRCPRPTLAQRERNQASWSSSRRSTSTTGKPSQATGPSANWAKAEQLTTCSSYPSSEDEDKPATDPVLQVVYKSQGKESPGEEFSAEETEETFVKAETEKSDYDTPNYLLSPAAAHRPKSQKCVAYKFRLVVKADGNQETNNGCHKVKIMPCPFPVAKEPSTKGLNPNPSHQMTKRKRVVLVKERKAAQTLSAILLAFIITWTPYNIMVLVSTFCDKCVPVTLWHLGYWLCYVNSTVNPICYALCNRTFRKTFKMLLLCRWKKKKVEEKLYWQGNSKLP
CHRM4 antagonist = antagonists of human muscarinic M4 receptor (CHRM4) | P08173 | CHO-hM4 cells, ACh EC80, Fluo-8 calcium fluorescence | inhibition, % at 3 µM | 360,000 compounds, 0.73% hits;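 active = inhibition above its plate's cutoff, the mean inhibition of sample wells plus 3 SD, cut at about 27% in these data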;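 also: 0% = acetylcholine EC80 with DMSO and 100% = DMSO without agonist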
CHRM4 PAM = positive allosteric modulators of human muscarinic M4 receptor | P08173 | CHO-K1 hM4/Gqi5, Fluo-8 calcium fluorescence, ACh EC20; 0% = ACh EC20, 100% = maximal ACh | activation, % at 3 µM | 360,000 compounds, 0.4% hits | AID 624126;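 active = activation above its plate's cutoff, the mean activation of sample wells plus 3 SD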; also: some results filed as inactive read as strong as hits
M5 PAM = CHRM5 positive allosteric modulation; P08912; CHO-K1 hM5, Fluo-8 calcium, ACh EC20 PAM; 0% = ACh EC20, 100% = ACh EC100; activation, % at 3 µM; 360,000 compounds, 0.3% hits; AID 624038;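 active = activation above the run cutoff, the mean activation of all test compounds plus 3 SD, cut at about 18% in these data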
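System – CHO-K1 hM5 cells · Compound – 3 µM, single dose · Incubation – compound preincubation 140 s before EC20 acetylcholine addition · Technique – Fluo-8 calcium fluorescence · Measure – Max/basal fluorescence ratio as % of EC20–EC100 ACh window · Benchmarks – low control EC20 acetylcholine (0%), high control EC100 acetylcholine (100%) · Replication – singlicate, one well per test compound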
CRFBP-R2 agonist = agonists of human CRF-binding protein/CRF-R2 receptor complex | AID 588473 | activation, % at 13.2 µM | 350,000 compounds, 0.46% hits | HEK293 CRF-R2/CRF-BP, calcium dye fluorescence (FLIPR); percent of saturating CRF peptide response;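 active = activation of at least 50%, plus an integration ratio under a set limit after plate pattern correction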;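 also: plate controls were neutral control wells without compound for no effect and CRF at EC100 for full effect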
CHRM5 antagonist = antagonists of human muscarinic M5 receptor (CHRM5). 360,000 compounds, 0.59% hits. CHO-hM5 cells, Fluo-8 calcium fluorescence, ACh EC80. inhibition, % at 3 µM;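 active = inhibition above a per-plate cutoff, the mean of that plate's test compounds plus 3 SD, cut at about 27% in these data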;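 also: 0% = acetylcholine EC80 with DMSO and 100% = DMSO without agonist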
CRFR2-BP antag = antagonists of CRF-binding protein/CRF-R2 receptor complex; AID 588475; HEK293 CRF-R2/CRF-BP, CRF-induced calcium fluorescence; 350,000 compounds, 0.59% hits; inhibition, % at 11.8 µM;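 active = inhibition of the ligand-induced calcium signal above about 50% at the single tested concentration, limit read from the data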
Numbers without * were called inactive. This is a random part of the collection. About 2.9% of those tested had a hit in this group.

For CCCc1ccc(OCc2ccc(C(=O)O)o2)c(OC)c1 the results were M4 ag 0.0, IDE inh 1.5, CHRM5 agonist 2.4, CHRM4 antagonist 13.8, CHRM4 PAM 1.5, M5 PAM 13.5, CRFBP-R2 agonist 0.1, CHRM5 antagonist -6.0 and CRFR2-BP antag -45.8.
`CCOc1ccc(N(CC(=O)NC2CCCC2)C(=O)CCC(=O)Nc2nccs2)cc1` gave M4 ag -0.2, IDE inh 0.5, CHRM5 agonist -2.4, CHRM4 antagonist -11.5, CHRM4 PAM 1.8, M5 PAM 3.3, CRFBP-R2 agonist 0.4, CHRM5 antagonist 10.3 and CRFR2-BP antag -5.5.
For CCCOC(=O)/C(C)=N\NC(=O)c1ccco1 the results were M4 ag 0.7, IDE inh -12.3, CHRM5 agonist -4.9, CHRM4 antagonist 6.6, CHRM4 PAM 8.6, M5 PAM -7.3, CRFBP-R2 agonist 3.4, CHRM5 antagonist 2.6 and CRFR2-BP antag 3.0.
Cc1ccc(S(=O)(=O)N2C[C@@H](C)[C@]3(C2)[C@H](O)[C@H](OC(=O)NC2CC2)C[C@H]2C(=O)N(c4ccccc4)C(=O)[C@H]23)cc1 was read as M4 ag 1.5, CHRM5 agonist -0.6, CHRM4 antagonist -5.5, CHRM4 PAM -2.8, M5 PAM -2.0, CRFBP-R2 agonist 0.2, CHRM5 antagonist -5.8 and CRFR2-BP antag -14.3.
For COCCCNC(=O)C1c2ccccc2Oc2ccccc21 the results were M4 ag 0.3, IDE inh -0.8, CHRM5 agonist -4.8, CHRM4 antagonist 2.3, CHRM4 PAM -4.6, M5 PAM -4.0, CRFBP-R2 agonist -0.9, CHRM5 antagonist 5.2 and CRFR2-BP antag -1.3.
`CCCNS(=O)(=O)c1ccc(OCC(=O)N2CCc3ccccc3C2)c(C)c1` gave M4 ag 4.4, IDE inh 2.4, CHRM5 agonist 2.6, CHRM4 antagonist 8.8, CHRM4 PAM -5.1, M5 PAM -0.5, CRFBP-R2 agonist -0.8, CHRM5 antagonist 9.7 and CRFR2-BP antag -4.7.
Screening O=C(Oc1ccc2ccc(O)cc2c1)c1ccccc1Cl returned M4 ag 0.2, CHRM5 agonist 2.7, CHRM4 antagonist 6.9, CHRM4 PAM -3.9, M5 PAM -6.3, CRFBP-R2 agonist 3.5, CHRM5 antagonist -10.6 and CRFR2-BP antag 8.8.
Screening CCOC(=O)c1cc2c(=O)n3ccccc3nc2n(CCCOC)c1=NC(C)=O returned M4 ag 0.5, IDE inh -2.9, CHRM5 agonist -0.3, CHRM4 antagonist -2.8, CHRM4 PAM 17.5, M5 PAM -5.2, CRFBP-R2 agonist -3.6, CHRM5 antagonist -1.8 and CRFR2-BP antag 31.4.
Nc1cccc2c(O)cc(S(=O)(=O)O)cc12 was read as M4 ag 1.5, CHRM5 agonist 13.6, CHRM4 antagonist 0.3, CHRM4 PAM 6.1, M5 PAM 2.4, CRFBP-R2 agonist 14.7, CHRM5 antagonist 18.9 and CRFR2-BP antag -4.1.
O=C(C[n+]1cc(Br)cc2ccccc21)c1ccc(Br)cc1 was read as M4 ag 0.4, IDE inh 5.1, CHRM5 agonist -5.8, CHRM4 antagonist 20.9, CHRM4 PAM -10.7, M5 PAM 2.8, CRFBP-R2 agonist 15.9, CHRM5 antagonist 7.3 and CRFR2-BP antag -26.5.
N#Cc1cc(N2CCOCC2)nc2ccccc12 was read as M4 ag 0.8, IDE inh 6.3, CHRM5 agonist -4.6, CHRM4 antagonist -4.7, CHRM4 PAM -4.0, M5 PAM 9.4, CRFBP-R2 agonist -4.2, CHRM5 antagonist -3.7 and CRFR2-BP antag -4.5.
For COc1ccc(S(=O)(=O)NC2CCCCCC2)c(OC)c1 the results were M4 ag 2.4, IDE inh -0.8, CHRM5 agonist 0.8, CHRM4 antagonist -1.1, CHRM4 PAM 3.0, M5 PAM 0.8, CRFBP-R2 agonist 0.2, CHRM5 antagonist 8.0 and CRFR2-BP antag -19.8.
O=C(CCC(=O)c1ccc(F)cc1)NC1CCCN(Cc2ccccc2F)C1 (configuration not stated) was read as M4 ag 0.6, IDE inh 4.0, CHRM5 agonist -6.0, CHRM4 antagonist -9.0, CHRM4 PAM 5.9, M5 PAM -2.7, CRFBP-R2 agonist -0.4, CHRM5 antagonist 2.0 and CRFR2-BP antag 6.1.
`Cc1ccc(-c2noc(Cn3cc(S(=O)(=O)N4CCCC4)ccc3=O)n2)cc1` gave M4 ag 1.9, IDE inh -0.2, CHRM5 agonist 0.2, CHRM4 antagonist 1.6, CHRM4 PAM 3.3, M5 PAM 1.4, CRFBP-R2 agonist -0.4, CHRM5 antagonist -3.5 and CRFR2-BP antag 8.6.
O=C1CCCC/C1=C/Nc1cccc(C(F)(F)F)c1 was read as M4 ag 1.0, IDE inh 0.0, CHRM5 agonist -0.2, CHRM4 antagonist -2.7, CHRM4 PAM 2.8, M5 PAM -1.9, CRFBP-R2 agonist -1.3, CHRM5 antagonist -11.6 and CRFR2-BP antag -5.4.
For O=C(/C(=C(\O)c1ccccc1)c1ncc[nH]1)c1ccccc1 the results were M4 ag 0.3, IDE inh -0.8, CHRM5 agonist -0.2, CHRM4 antagonist 2.5, CHRM4 PAM -1.4, M5 PAM 3.0, CRFBP-R2 agonist 0.2, CHRM5 antagonist 13.5 and CRFR2-BP antag -8.8.
`O=C1CCC(=O)c2oc3ccccc3c2N1` gave M4 ag 0.5, IDE inh -6.7, CHRM5 agonist 4.7, CHRM4 antagonist -5.8, CHRM4 PAM 8.0, M5 PAM 2.0, CRFBP-R2 agonist -0.3, CHRM5 antagonist 1.0 and CRFR2-BP antag 13.0.
`O=C(N/N=C/C1CC=CCC1)c1cc(-c2cccnc2)nc2ccccc12` (configuration not stated) gave M4 ag 4.1, IDE inh 7.5, CHRM5 agonist -2.5, CHRM4 antagonist -20.2, CHRM4 PAM 3.1, M5 PAM -0.6, CRFBP-R2 agonist -1.1, CHRM5 antagonist -7.0 and CRFR2-BP antag 16.6.
CCSc1nnc(NC(=O)NC(C)(C(F)(F)F)C(F)(F)F)s1 was read as M4 ag 10.5, IDE inh -2.1, CHRM5 agonist 1.9, CHRM4 antagonist 4.8, CHRM4 PAM -6.1, M5 PAM -10.7, CRFBP-R2 agonist 31.5, CHRM5 antagonist 14.2 and CRFR2-BP antag -25.1.
Cc1ccc(NC(=O)C2(c3ccccc3)CCOCC2)cc1 was read as M4 ag 0.9, IDE inh -10.4, CHRM5 agonist -1.6, CHRM4 antagonist 4.0, CHRM4 PAM 0.4, M5 PAM -2.4, CRFBP-R2 agonist -2.7, CHRM5 antagonist 3.6 and CRFR2-BP antag 1.1.
`O=C(NC1CCCCC1)N1CCN(c2ccc(Cl)cc2)CC1` gave M4 ag 9.9, IDE inh 3.6, CHRM5 agonist 5.2, CHRM4 antagonist 0.9, CHRM4 PAM 0.0, M5 PAM -4.5, CRFBP-R2 agonist 1.8, CHRM5 antagonist 15.9 and CRFR2-BP antag -17.2.
`CCOc1ccc(C2NC(=O)c3ccccc3O2)cc1` (configuration not stated) gave M4 ag -0.7, IDE inh -2.2, CHRM5 agonist -1.2, CHRM4 antagonist 6.5, CHRM4 PAM 9.5, M5 PAM 0.7, CRFBP-R2 agonist 1.1, CHRM5 antagonist -2.5 and CRFR2-BP antag -27.2.
Screening Oc1ccc(C[C@H]2CNCCN2CCc2cc(C(F)(F)F)cc(C(F)(F)F)c2)cc1 returned M4 ag 3.7, IDE inh 5.3, CHRM5 agonist 1.9, CHRM4 antagonist 0.4, CHRM4 PAM 6.9, M5 PAM 11.3, CRFBP-R2 agonist 0.8, CHRM5 antagonist 7.3 and CRFR2-BP antag -12.9.
`Cc1cc(C)nc(SCc2ccc(Br)cc2)n1` gave M4 ag -2.1, IDE inh 4.0, CHRM5 agonist 0.9, CHRM4 antagonist -0.6, CHRM4 PAM -1.9, M5 PAM -3.1, CRFBP-R2 agonist -3.1, CHRM5 antagonist -13.0 and CRFR2-BP antag 7.1.
CCCn1ncc(CN2CCC(Cc3cccc(F)c3)(C(=O)OCC)CC2)c1C was read as M4 ag 2.6, IDE inh 6.6, CHRM5 agonist -7.8, CHRM4 antagonist -0.3, CHRM4 PAM -2.5, M5 PAM 0.5, CRFBP-R2 agonist 2.2, CHRM5 antagonist 1.6 and CRFR2-BP antag -19.9.
`Cc1ccc(NC(=O)Cn2cc(C(=O)C3CC3)c3ccccc32)c(C)c1` gave M4 ag -1.1, IDE inh -2.6, CHRM5 agonist -1.4, CHRM4 antagonist -10.4, CHRM4 PAM -2.5, M5 PAM 0.8, CRFBP-R2 agonist 1.9, CHRM5 antagonist 7.2 and CRFR2-BP antag -18.4.
`O=C(Cc1cccc(NC(=O)C2CCCN(C(=O)CCc3ccccc3)C2)c1)Nc1ccc(C(=O)N2CCCCC2)cc1` (configuration not stated) gave M4 ag 1.2, CHRM5 agonist -2.4, CHRM4 antagonist -2.7, CHRM4 PAM 3.9, M5 PAM 3.0, CRFBP-R2 agonist 0.1, CHRM5 antagonist -14.6 and CRFR2-BP antag -2.0.
`CCOC(=O)COc1ccc(/C=C/[N+](=O)[O-])c(OCC(=O)OCC)c1` gave M4 ag 0.9, IDE inh 1.6, CHRM5 agonist -0.1, CHRM4 antagonist 7.2, CHRM4 PAM 2.2, M5 PAM 1.7, CRFBP-R2 agonist 0.2, CHRM5 antagonist 5.7 and CRFR2-BP antag -17.1.
CCn1cc(C2=NOC(C(=O)O)C2)c(C)n1 (configuration not stated) was read as M4 ag 0.8, IDE inh 4.5, CHRM5 agonist -0.2, CHRM4 antagonist -9.6, CHRM4 PAM 0.6, M5 PAM 0.3, CRFBP-R2 agonist 0.4, CHRM5 antagonist -4.9 and CRFR2-BP antag 11.6.
`CCOC(=O)C1=C(C)NC(=O)CC1c1cc2c(cc1Br)OCO2` (configuration not stated) gave M4 ag -0.1, IDE inh 5.1, CHRM5 agonist -9.7, CHRM4 antagonist 17.9, CHRM4 PAM -5.2, M5 PAM -11.5, CRFBP-R2 agonist 3.1, CHRM5 antagonist 1.8 and CRFR2-BP antag 7.7.
For NC(c1ccccc1)c1csc(Nc2ccc(C(F)(F)F)cn2)n1 (configuration not stated) the results were M4 ag 10.7, CHRM5 agonist 5.4, CHRM4 antagonist -5.2, CHRM4 PAM 2.3, M5 PAM 2.5 and CHRM5 antagonist 4.4.
For O=C(NCc1cccc(C(F)(F)F)c1)C1CCC(=O)N(C2CCCCCC2)C1 (configuration not stated) the results were M4 ag 2.2, IDE inh 6.0, CHRM5 agonist 0.8, CHRM4 antagonist 6.5, CHRM4 PAM -0.1, M5 PAM -2.6, CRFBP-R2 agonist -0.6, CHRM5 antagonist 10.6 and CRFR2-BP antag 5.0.
`CC(NC(=O)COC(=O)Cc1ccccc1[N+](=O)[O-])c1ccccc1` (configuration not stated) gave M4 ag 1.3, IDE inh -0.3, CHRM5 agonist -2.2, CHRM4 antagonist 5.0, CHRM4 PAM -3.8, M5 PAM -1.5, CRFBP-R2 agonist 3.2, CHRM5 antagonist -8.2 and CRFR2-BP antag -9.5.

Screening data: PubChem, several laboratories
